Assay outcomes from PubChem BioAssay.
GSTO1 inh: GSTO1 inhibition, counter-screen for RBBP9 inhibitors; P78417; recombinant GSTO1, activity-based probe fluorescence polarization; inhibition, % at 5.96 µM; 1.1% of 300,000 active; AID 1974;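 active means inhibition above the campaign mean inhibition plus 3 SD, cut at about 35% in these data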;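 further: 0% = GSTO1-1 with DMSO and 100% = wells lacking GSTO1-1 enzyme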
Target sequence (P78417 whole entry, looked up): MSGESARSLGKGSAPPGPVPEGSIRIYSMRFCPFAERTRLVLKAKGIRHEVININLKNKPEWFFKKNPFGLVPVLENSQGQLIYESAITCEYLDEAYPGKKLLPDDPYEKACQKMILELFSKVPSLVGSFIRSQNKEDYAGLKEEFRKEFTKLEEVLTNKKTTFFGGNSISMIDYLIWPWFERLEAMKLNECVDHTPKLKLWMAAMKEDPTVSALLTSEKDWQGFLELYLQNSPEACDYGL
PME-1 primary: blocks human protein phosphatase methylesterase 1. AID 2130. Q9Y570. inhibition, % at 5.9 µM. recombinant PME-1, FP-Rh probe fluorescence polarization. 0.53% of 320,000 active;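 active means inhibition above the campaign mean of all compounds plus 3 SD, cut at about 26% in these data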;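 further: competitive labeling of PME-1 active site by serine hydrolase directed probe; 0% = PME-1 with DMSO and 100% = wells lacking PME-1 enzyme; inhibitors block probe labeling so polarization falls and inhibition rises; many of its hits are not listed in these tables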
Target sequence (Q9Y570 whole entry, looked up): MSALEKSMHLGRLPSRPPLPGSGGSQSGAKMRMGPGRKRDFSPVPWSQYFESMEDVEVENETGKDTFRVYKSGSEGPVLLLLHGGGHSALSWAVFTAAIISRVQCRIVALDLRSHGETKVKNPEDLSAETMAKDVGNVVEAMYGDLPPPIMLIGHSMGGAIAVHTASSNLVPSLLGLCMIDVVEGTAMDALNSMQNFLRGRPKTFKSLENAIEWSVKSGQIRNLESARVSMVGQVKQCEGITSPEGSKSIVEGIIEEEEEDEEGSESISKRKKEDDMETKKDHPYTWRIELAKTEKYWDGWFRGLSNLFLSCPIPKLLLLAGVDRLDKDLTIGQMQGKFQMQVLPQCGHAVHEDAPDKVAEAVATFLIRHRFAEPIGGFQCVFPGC
Bcl-xL primary: Bcl-xL (human) inhibition; AID 2129; inhibition, % at 10.9 µM; Q07817; GST-Bcl-xL / FITC-Bim BH3 peptide fluorescence polarization; 0.7% of 320,000 active;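 active means inhibition above the mean of all tested compounds plus 3 SD, cutoff set per campaign, cut at about 30% in these data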;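 further: 0% = DMSO wells and 100% = unlabeled Bim-BH3 peptide competitor; inhibitors lower millipolarization by displacing the labeled peptide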
MCL1-BIM inh: inhibitors of human MCL1 binding to BIM-BH3 peptide | GST-MCL1 / FITC-Bim-BH3 fluorescence polarization | Q07820 | 0.68% of 320,000 active | inhibition, % at 10.9 µM;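 active means inhibition above the mean inhibition of all tested compounds plus 3 SD, set per campaign, cut at about 40% in these data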;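 further: 0% = DMSO wells and 100% = unlabeled Bim-BH3 peptide control; higher means more loss of mP so more displacement of Bim peptide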
GLD-1 RNA inh: GLD-1-TGE RNA interaction inhibition (C. elegans) | 0.44% of 320,000 active | purified GLD-1 + fluorescein TGE RNA, fluorescence polarization | Q17339 | inhibition, % at 5.96 µM;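 active means percent inhibition above a per-plate cutoff, the plate mean of test compounds plus 3 SD, cut at about 30% in these data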;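 further: 0% = DMSO wells with GLD-1 and probe and 100% = wells lacking GLD-1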
Target sequence (Q17339 whole entry, looked up): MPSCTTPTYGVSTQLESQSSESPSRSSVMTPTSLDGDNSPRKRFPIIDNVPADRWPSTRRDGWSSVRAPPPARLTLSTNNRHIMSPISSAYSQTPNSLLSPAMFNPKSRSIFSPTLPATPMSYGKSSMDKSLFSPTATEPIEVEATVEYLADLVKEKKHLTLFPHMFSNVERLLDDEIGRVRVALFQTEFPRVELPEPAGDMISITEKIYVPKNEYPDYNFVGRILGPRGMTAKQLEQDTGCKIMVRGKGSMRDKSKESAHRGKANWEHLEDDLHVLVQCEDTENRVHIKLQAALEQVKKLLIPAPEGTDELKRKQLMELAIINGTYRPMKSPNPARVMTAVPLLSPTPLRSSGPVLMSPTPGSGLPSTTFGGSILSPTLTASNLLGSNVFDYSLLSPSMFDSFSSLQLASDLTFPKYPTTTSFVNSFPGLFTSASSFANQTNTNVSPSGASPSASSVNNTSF
TPT1 inhibitor: C. albicans TPT1 enzyme inhibition; recombinant caTPT1, FP RNA substrate dephosphorylation; inhibition, % at 5 µM; 0.81% of 300,000 active;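 active means inhibition above the mean of all tested compounds plus 3 SD, set per screening campaign, cut at about 24% in these data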;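 further: plate controls were DMSO alone for no effect and ferristatin control at 100 nM for full effect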
PAD4 inh: blocks human protein arginine deiminase 4 | Q9UM07 | recombinant PAD4, RCA probe fluorescence polarization | inhibition, % at 6.36 µM | 0.41% of 330,000 active | AID 485272;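 active means percent inhibition above a cutoff equal to the mean of all tested compounds plus 3 SD, cut at about 15% in these data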;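 further: 0% = PAD4 with RCA probe and DMSO and 100% = probe without PAD4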
Fam108B inh: blocks mouse Fam108B hydrolase in RBBP9 counter-screen; recombinant Fam108B, FP-Rh probe fluorescence polarization; inhibition, % at 9.51 µM; 0.33% of 300,000 active; AID 1947;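 active means inhibition above the screen mean inhibition plus 3 SD, computed separately per campaign, cut at about 18% in these data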;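 further: inhibitors lower polarization as less probe binds the enzyme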
MEX-5 binding: C. elegans MEX-5 TCR-2 RNA binding activity | Q9XUB2 | MEX-5/FITC-TCR2 RNA binding, fluorescence polarization; hits give low values | activity score (negative = inhibition of binding), % at 10 µM | 0.38% of 300,000 active | AID 1832;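 active means inhibition past about -25% in most replicates, and total fluorescence under double the plate's negative control median, limit read from the data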;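 further: 0% = DMSO and -100% = 5 µM competing unlabeled TCR2 RNA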
Starred values were filed as active, the others as inactive; / = no result given. A portion of the library. The share of hits here may be higher or lower than overall.

Sample of the layout, 3 compounds:
SMILES	GSTO1 inh	PME-1 primary	Bcl-xL primary	MCL1-BIM inh	GLD-1 RNA inh	TPT1 inhibitor	PAD4 inh	Fam108B inh	MEX-5 binding
O=C1c2ccccc2C(=O)N1CCc1c[nH]c2ccc(O)cc12	4	7	-5	-7	-2	2	0	3	-2.7
COc1ccc(C2Nc3ccccc3C(=O)N2Cc2ccco2)cc1COc1ccc(F)cc1 (stereo not drawn)	1	-1	2	0	0	-2	-1	-2	1.1
CC(C)C(CC(=O)NCc1ccco1)c1ccco1 (stereo not drawn)	0	-7	8	2	7	-1	-5	2	-0.1

The listing, from the start:
SMILES	GSTO1 inh	PME-1 primary	Bcl-xL primary	MCL1-BIM inh	GLD-1 RNA inh	TPT1 inhibitor	PAD4 inh	Fam108B inh	MEX-5 binding
O=C1c2ccccc2C(=O)N1CCc1c[nH]c2ccc(O)cc12	4	7	-5	-7	-2	2	0	3	-2.7
COc1ccc(C2Nc3ccccc3C(=O)N2Cc2ccco2)cc1COc1ccc(F)cc1 (stereo not drawn)	1	-1	2	0	0	-2	-1	-2	1.1
CC(C)C(CC(=O)NCc1ccco1)c1ccco1 (stereo not drawn)	0	-7	8	2	7	-1	-5	2	-0.1
COc1ccccc1NC(=O)CSc1nnc(C2CCCCC2)o1	-2	2	5	8	5	-5	4	0	-2.8
CCOc1ccc(CC(=O)NCC2(N3CCCCC3)CCCCC2)cc1	-3	-3	-2	0	1	3	1	-2	0.8
CN(CCOC(=O)c1ccccc1)Cc1ccccc1	-4	1	0	12	8	0	-9	2	-0.4
Cc1nc2cc3ccccc3cc2c(=O)[nH]1	0	-2	5	-1	6	1	-6	1	-0.9
CCN(Cc1ccccc1)c1ccc(/C=N/NC(=O)c2cccc(S(=O)(=O)N3CCOCC3)c2)cc1	-4	3	-7	-8	-8	1	1	9	1.5
O=C(Nc1ccc(S(=O)(=O)Nc2nccs2)cc1)c1cccc(F)c1	-4	-3	-2	-5	0	3	-6	2	0.7
NC(=O)c1ccc[n+](CC(=O)c2cccc([N+](=O)[O-])c2)c1	5	-2	5	8	3	1	-3	-3	-3.0
COc1ccc(OCC(=O)Nc2ccncc2)cc1	2	-7	5	0	-1	-2	-3	6	0.3
COc1ccc(-c2noc(CSc3nc4sc(C)c(C)c4c(=O)n3-c3ccccc3)n2)cc1OC	-8	-3	-2	2	0	-2	-3	-3	-1.4
Cc1ccc(NC(=O)C2C3C=CC4(CN(Cc5cccnc5)C(=O)C24)O3)cc1F (stereo not drawn)	8	2	0	-3	-1	-4	-3	1	1.6
CCCc1cc2c(cc1NC(=O)c1ccccc1Cl)OCO2	-10	2	0	7	9	3	-4	-3	0.7
CNc1nnc(CSc2nc3ccccc3s2)s1	-1	-3	0	0	7	1	4	-2	1.2
Cc1ccc(OCC(O)Cn2c(N)nc3c2c(=O)n(C)c(=O)n3C)cc1 (stereo not drawn)	6	-1	3	2	7	0	1	3	2.2
CCCNC(=O)CN(C1CCCCC1)S(C)(=O)=O	5	-2	1	1	0	1	-7	2	2.6
CCc1ccc(-c2nc(SCC(=O)c3c(N)n(C4CC4)c(=O)[nH]c3=O)n[nH]2)cc1	/	-2	-12	-18	-1	/	0	/	/
COc1ccc(NC(=O)c2cc(S(=O)(=O)N3CCOCC3)cn2C)cc1Cl	0	-4	2	-2	0	1	4	0	0.6
CC1CCc2c(sc3ncnc(N4CCOCC4)c23)C1 (stereo not drawn)	-3	-2	6	5	0	-2	2	5	-2.4
Cc1ccc2nc(N3CCN(C(=O)CCC(=O)O)CC3)nc(-c3ccccc3)c2c1	34	4	5	1	7	-1	-3	4	-0.5
O=C(O)CC1(CC(=O)NCc2ccccn2)CCCCC1	7	-3	0	6	2	-4	-1	-1	0.5
CN(C)CCNC(=O)c1onc(CSc2ccncc2)c1C(=O)NCCN(C)C	1	-1	-1	-2	-3	0	1	3	1.0
O=C(Nc1ccccc1C(F)(F)F)NC1CCCCCCC1	2	5	-3	1	4	1	0	-3	-0.5
O=C(N/N=C/c1ccc(N2CCCC2)c([N+](=O)[O-])c1)c1cccnc1	-1	4	-4	-10	-6	-5	-8	2	-1.2
O=C(Cn1nnc(-c2cccs2)n1)NCc1ccccc1	3	0	2	4	5	-1	-2	2	1.2
CCN(CC)S(=O)(=O)c1ccc(C(=O)Nc2nnc(-c3ccco3)o2)cc1	-3	1	2	-2	2	1	-9	-2	-0.5
COc1ccc(COC[C@H](C)[C@H](O)[C@@H](C)[C@H]2OC(=O)[C@@H]2C)cc1	0	2	-1	3	0	1	-3	1	-1.3
COc1ccc(O)c(C2NC(CC(C)C)(C(=O)O)C3C(=O)N(Cc4ccccc4)C(=O)C23)c1 (stereo not drawn)	14	-2	8	9	-1	-3	-2	-1	0.9
CCCCOC(=O)N1CCOCCOCCOCCOCC1	11	-8	3	-4	3	-1	2	1	0.8
O=C(Nc1cccc(C(F)(F)F)c1)c1cccnc1	-5	-1	0	4	8	1	-2	5	/
O=C(c1ccco1)N1CCN(C(=O)c2ccc(CS(=O)c3ccc(Cl)cc3)o2)CC1 (stereo not drawn)	3	0	2	1	-3	1	-2	-2	1.5
CCN(CC)C(=O)c1cc2sc3ccccc3c2s1	21	17	2	1	5	-4	1	0	3.1
O=c1/c(=C\c2ccc(O)cc2)sc2n1C(c1ccccc1)C(c1ccccc1)=NN=2 (stereo not drawn)	-18	-7	-19	-25	-21	62*	-2	-6	-14
COc1ccc(Nc2cc(=O)oc3ccccc23)cc1	0	5	2	-10	-7	0	-5	-3	3.1
CC(NCC(O)c1ccc([N+](=O)[O-])cc1)C12CC3CC(CC(C3)C1)C2 (stereo not drawn)	0	0	4	-2	9	1	0	-2	1.2
CCOC(=O)c1ccc(-n2c(N)c(C(=O)NCc3ccco3)sc2=S)cc1	7	2	3	0	-4	1	1	0	-1.0
Cc1ccc(Nc2nc(N)nc(CN3CCCCCC3)n2)c(C)c1	8	2	5	5	-6	5	-1	5	1.7
O=C(O)c1cccc(-n2c(/C=C/c3ccc([N+](=O)[O-])cc3)nc3ccccc3c2=O)c1	2	30*	-3	-5	10	-2	6	1	-3.7
Cc1ccccc1OCCOC(=O)c1nc2nccc(C)n2n1	-11	-2	-1	-10	-19	3	-4	4	-0.7
Cc1ccccc1/C=c1\s/c(=C\C(=O)C(C)(C)C)[nH]c1=O	-27	-10	1	0	-2	2	-7	3	-1.4
COc1ccccc1/C=C1/C(=O)ON=C1C	0	-6	4	3	2	0	-7	-3	-0.5
CCN(CCn1cccn1)C(=O)C1CCC(=O)N(CCN2CCOCC2)C1 (stereo not drawn)	2	0	-6	0	9	1	-5	-2	-0.4
Cc1cc(C)n(-c2nc3c(c(=O)[nH]c(=O)n3C)n2CC(C)C)n1	4	5	3	1	-6	-3	1	3	1.5
CCCC1=C(C(=O)OCC)C(c2cc(Cl)cc(OC)c2OCC(=O)OCC)NC(=O)N1 (stereo not drawn)	-2	3	4	2	4	-2	-7	-1	4.6
Cc1nn(-c2ccc(N3CCOCC3)nn2)c(C)c1CCC(=O)N1CCN(C)CC1	3	-4	1	-7	2	-4	2	-1	-0.9
CCCc1c(C(=O)NNc2cccc(Cl)c2)cnn1-c1ccccc1	0	0	6	-1	1	-4	1	-1	1.3
Nc1ccc(Nc2nc3ccccc3[nH]2)cc1	7	40*	2	10	-8	4	-2	17	-11
NNC(=O)Cn1cnc2ccccc21	1	1	3	5	7	1	-8	4	0.5
CCn1ncc(C(=O)Nc2cc(C)on2)c1C	6	0	6	7	4	-2	-1	4	0.9
C=CCNc1nc(C(=O)OCC(=O)c2ccccc2)cs1	3	-1	-5	-6	0	4	-1	-3	2.2
CC1(C)CC(=O)c2cc(OCC(=O)NCCCN3CCN(c4ccc(F)cc4)CC3)ccc2O1	4	-9	0	0	1	1	-10	-1	-1.3
Cc1ccc(Nc2ncnc3ccccc23)cc1	4	-2	5	8	5	-3	5	-1	-1.1
CCOC(=O)c1cnc2c(C(=O)OC)cccc2c1NCc1ccco1	4	-1	15	11	10	-3	1	0	-3.2
C=CCNc1sc(C(=O)C2CC2)c(N)c1C#N	3	16	4	4	-6	-1	-5	2	/
NC(=O)c1cc([N+](=O)[O-])ccc1NCc1cnccn1	4	2	1	0	-2	0	-3	-2	/
O=C(NNC(=O)c1ccc2ccccc2c1O)c1cccs1	17	2	2	11	10	-4	2	-2	-9.4
Cc1ccc(CNS(=O)(=O)c2ccc3c(c2)CCN3C(=O)CCCC(=O)O)cc1	11	1	5	7	1	-3	2	1	0.4
O=C(NC1CCCC1)c1sc(=S)n2c1[nH]c(=O)c1ccccc12	-110	8	12	13	4	-1	1	16	4.2
CCOc1ccc2nc(COC(=O)c3ccncc3)c(C(=O)c3ccccc3)[n+]([O-])c2c1	9	-4	1	-6	2	-1	3	-1	2.3

Further entries
SMILES	GSTO1 inh	PME-1 primary	Bcl-xL primary	MCL1-BIM inh	GLD-1 RNA inh	TPT1 inhibitor	PAD4 inh	Fam108B inh	MEX-5 binding
Fc1ccc(N2CCN(c3nnnn3-c3ccccc3)CC2)cc1	2	3	8	9	1	-1	-1	2	-1.4
O=C(NCc1ccccc1)c1ccc2c(c1)C(=O)N(CC1CCCO1)C2=O (stereo not drawn)	3	0	2	-4	-4	-2	-4	0	1.0
CSc1ccc(CN(C)C(=O)c2cc3ccccc3o2)cc1	0	1	-3	-19	12	-1	2	1	0.9
Cc1ccc(OCCOCCN2CCN(C)CC2)c([N+](=O)[O-])c1	16	-6	7	7	7	-1	4	2	0.9
Cc1ccc(N2C(=O)CC(Sc3cccs3)C2=O)cc1 (stereo not drawn)	-5	2	2	2	-1	-3	15	1	0.6
CC1CCN(C(=O)Cn2cnc3c2c(=O)n(C)c(=O)n3C)c2ccccc2S1 (stereo not drawn)	7	-3	-2	-5	-4	5	-1	-3	-1.4
CCN(CC)S(=O)(=O)c1ccc(N2CC(C(=O)NCc3ccc4c(c3)OCO4)CC2=O)cc1 (stereo not drawn)	/	6	-5	-3	5	/	-2	/	/
COc1ccc(S(=O)(=O)Cc2ccc(C(=O)N3CCN(c4cc(Cl)ccc4C)CC3)o2)cc1	-8	-2	-1	-4	6	-2	-4	-5	2.0
O=C(NCc1cccs1)c1ccccc1	2	0	1	2	-9	1	1	2	-3.7
CCOC(=O)n1c(=O)n(Cc2ccc(OC)cc2)c2ccccc21	-3	6	3	1	5	-5	1	2	0.8
O=C(COC(=O)/C=C/C(=O)OCC(=O)Nc1ccccc1F)Nc1ccccc1F	-2	-2	-2	-4	-8	1	-8	2	1.0
Brc1ccccc1C1=Nn2c(nnc2-c2ccco2)SC1	0	2	5	12	-2	-1	-1	-1	-0.8
O=C1N[C@@H](Cc2ccccc2)C(=O)N1CCN1CCOCC1	-9	-4	6	0	2	-2	0	-5	-0.8
CCOC(=O)Cn1c(=NC(=O)c2cccs2)sc2cc(C(=O)OC)ccc21	2	1	-1	1	4	1	-6	0	-0.5
Nc1nnc(CC2=CCCCC2)s1	-1	-1	3	0	10	-3	0	1	-0.5
CCCNC(=O)C12CCC(C)(C(=O)O1)C2(C)C (stereo not drawn)	2	3	2	3	2	4	0	0	-0.3
CC1(C)CC2CC(C)(CN2CC(=O)C(C#N)c2ccccc2)C1 (stereo not drawn)	-1	3	-3	0	8	1	2	1	-1.8
O=C(COC(=O)C1CCN(S(=O)(=O)c2ccc3c(c2)OCCO3)CC1)NC1CCS(=O)(=O)C1 (stereo not drawn)	-7	-1	-3	-9	-7	1	-6	-4	1.2
